Screening data from PubChem BioAssay.
CCR6 antag: blocks CCL20-driven beta-arrestin recruitment at human CCR6; P51684; CHO-K1 CCR6 PathHunter beta-arrestin, luminescence, CCL20-stimulated; inhibition, % at 20 µM; 0.49% of 340,000 active; AID 493098;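 active means compounds whose inhibition of the agonist-driven luminescence signal at 20 µM reaches about 50%, limit read from the data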;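 further: cells stimulated with CCL20 at 14 nM final; plate controls were DMSO with CCL20 for no effect and DMSO without agonist for full effect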
Target sequence (P51684 whole entry, looked up): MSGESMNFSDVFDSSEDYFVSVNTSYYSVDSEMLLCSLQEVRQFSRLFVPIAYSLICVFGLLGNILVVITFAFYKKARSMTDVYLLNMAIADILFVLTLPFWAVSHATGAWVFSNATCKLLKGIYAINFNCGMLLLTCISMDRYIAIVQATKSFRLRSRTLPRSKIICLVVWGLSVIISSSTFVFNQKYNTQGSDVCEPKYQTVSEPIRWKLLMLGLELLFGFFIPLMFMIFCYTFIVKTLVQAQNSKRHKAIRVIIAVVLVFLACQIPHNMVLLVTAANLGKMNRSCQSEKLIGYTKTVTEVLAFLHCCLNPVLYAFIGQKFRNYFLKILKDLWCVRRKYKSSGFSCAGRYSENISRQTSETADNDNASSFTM
Jurkat NFkB inh: inhibitors of the PMA/ionomycin-induced NF-kB reporter in Jurkat cells. PMA/ionomycin-induced NF-kB luciferase reporter, luminescence. inhibition, % at 4 µM. 0.53% of 330,000 active; in the data active means inhibition above about 50%
XBP1 UPR activ: activators of adaptive arm of unfolded protein response (XBP1); 0.33% of 330,000 active; activation, % at 20 µM; AID 463104; CHO-XBP1 luciferase reporter, IRE1-XBP1 UPR activation, luminescence; percent of tunicamycin response, DMSO as zero;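 active means versus positive control, 20 µM dose yields 30% or more activation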;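 further: 100% = tunicamycin at 10 µg/mL and 0% = DMSO only wells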
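Material: CHO cell line with stable XBP1 luciferase reporter; buffer or medium: F12 medium containing 10% fetal bovine serum; compound: single point, 20 µM final compound, 1% DMSO; incubation: 6 h treatment, 37 °C; measured by: glow luminescence from Steady-Glo reagent; evaluation: activation, % of tunicamycin; control set: tunicamycin high, DMSO low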
Mdm2-MdmX inh: human Mdm2/MdmX binding inhibition; O15151+Q00987; SaOS-2 split-luciferase Mdm2/MdmX complementation, luminescence; inhibition, % at 8 µM; 3% of 330,000 active; AID 485346;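 active means inhibition of at least 50% at 8 µM in the primary screen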
Gli-Sufu block: antagonists of Gli-Sufu signaling. Sufu-KO-LIGHT fibroblasts, Gli luciferase reporter luminescence. inhibition, % at 5 µM. 0.74% of 340,000 active;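 active means inhibition above about 55%, limit read from the data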;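 further: 0% = DMSO-treated cells and 100% = wells with medium but no cells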
697 NFkB inh: inhibitors of the PMA/ionomycin-induced NF-kB reporter in 697 B cells; 697 B-cell NF-kB luciferase reporter, 16 h; inhibition, % at 4 µM; 0.33% of 330,000 active; AID 435022; in the data active means inhibition above about 35%
CHOP UPR activ: activators of apoptotic arm of unfolded protein response (CHOP). CHO-CHOP luciferase reporter, UPR activation, luminescence; percent of tunicamycin response over DMSO baseline. activation, % at 10 µM. 0.34% of 330,000 active. AID 449763;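 active means at 10 µM dose, activation of 40% or more, normalized to positive control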;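 further: 100% = tunicamycin at 10 µg/mL and 0% = DMSO alone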
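System: CHO-CHOP luciferase reporter cell line; amount: 500 cells/well; buffer or medium: F12 medium containing 10% fetal bovine serum; incubation: 6 h compound exposure at 37 °C after overnight seeding; measured by: luciferase luminescence after 10 min with Steady-Glo reagent; evaluation: % reporter activation, DMSO baseline versus tunicamycin full activation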
CXCR6 inh: CXCR6 (human) receptor inhibition | O00574 | CHO-K1 PathHunter CXCR6 beta-arrestin, luminescence | inhibition, % at 20 µM | 0.36% of 360,000 active | AID 602244; in the data active means inhibition above about 34%, passing the limit was not always enough;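 further: antagonist mode with CXCL16 agonist at 10 nM final; 0% = 10 nM CXCL16 with DMSO and 100% = unstimulated wells without agonist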
Target sequence (O00574 whole entry, looked up): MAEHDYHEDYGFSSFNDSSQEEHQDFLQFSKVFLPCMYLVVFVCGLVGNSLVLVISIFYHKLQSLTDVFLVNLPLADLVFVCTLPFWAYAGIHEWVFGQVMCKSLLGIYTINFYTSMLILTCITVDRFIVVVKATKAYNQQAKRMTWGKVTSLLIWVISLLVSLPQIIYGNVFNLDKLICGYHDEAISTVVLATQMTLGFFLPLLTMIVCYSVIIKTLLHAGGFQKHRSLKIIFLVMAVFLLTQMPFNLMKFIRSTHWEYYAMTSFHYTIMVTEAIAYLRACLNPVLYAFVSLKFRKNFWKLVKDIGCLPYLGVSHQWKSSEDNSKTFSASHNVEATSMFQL
EBI2 block: EBI2 (human) antagonism; 0.81% of 360,000 active; EBI2 beta-arrestin recruitment, luminescence, 7a,25-OHC stimulated; AID 651636; inhibition, % at 5 µM; in the data active means inhibition above about 38%;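 further: enzyme fragment complementation signal reports receptor beta-arrestin coupling in cells; 0% = agonist plus DMSO wells and 100% = wells without agonist; some results beyond the cut were filed as inactive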
Target sequence (P32249 whole entry, looked up, the tested form may be a part): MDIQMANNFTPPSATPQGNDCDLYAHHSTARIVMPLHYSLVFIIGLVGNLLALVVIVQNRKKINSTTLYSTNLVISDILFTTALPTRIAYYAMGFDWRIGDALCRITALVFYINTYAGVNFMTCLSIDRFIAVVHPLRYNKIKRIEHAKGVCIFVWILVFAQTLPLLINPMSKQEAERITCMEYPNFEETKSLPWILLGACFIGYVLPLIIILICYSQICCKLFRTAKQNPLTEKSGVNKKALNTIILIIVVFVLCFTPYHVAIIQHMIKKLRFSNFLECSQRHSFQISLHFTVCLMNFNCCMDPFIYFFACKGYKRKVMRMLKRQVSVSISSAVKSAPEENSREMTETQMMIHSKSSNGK
* hit, by the source's call; x = no result given. Compounds as they come, and some 5% of all compounds hit somewhere here.

SMILES | CCR6 antag | Jurkat NFkB inh | XBP1 UPR activ | Mdm2-MdmX inh | Gli-Sufu block | 697 NFkB inh | CHOP UPR activ | CXCR6 inh | EBI2 block
COc1cc(C(=O)Nc2ccc(S(=O)(=O)N3CCc4ccccc43)cc2)cc(OC)c1OC | 10 | -5 | -3 | 48 | 7 | 17 | -2.2 | -6 | 31
COc1ccc(CCN(C)C(=O)c2ccc3c(=O)n4c(nc3c2)CCCCC4)cc1OC | 9 | -2 | 0 | 24 | -1 | 11 | -0.4 | 8 | 1
COc1ccc(S(=O)(=O)NCc2cc(=O)n(C)c(=O)n2C)cc1F | 3 | 3 | -9 | 9 | -4 | -5 | 0.6 | -3 | -3
COCc1cc(/C=N\NC(=O)COc2ccc(Cl)cc2)ccc1OC | 9 | -24 | -4 | 3 | 2 | 2 | 1.5 | -5 | 31
CC(=O)Nc1cccc(-c2nnc(SCC(=O)n3c4c(c5ccccc53)CCCC4)n2C)c1 | -9 | 14 | 2 | 28 | 2 | -1 | -0.5 | 1 | 0
CCc1ccc2c(c1)C(c1ccc([N+](=O)[O-])cc1)=NNC(c1ccc(Br)cc1)=N2 | 8 | 17 | 0 | 18 | 7 | 2 | 15 | 11 | 12
COc1ccc2c(CC(=O)N(C)CC3COc4ccccc4O3)coc2c1 (stereo unspecified) | -7 | 6 | -1 | -4 | 1 | -5 | -2.0 | -6 | 13
NS(=O)(=O)c1cccc(NC(=O)CNC(=O)CC23CC4CC(CC(C4)C2)C3)c1 | 11 | 4 | -1 | 9 | -4 | 15 | -0.3 | -3 | -5
Cc1cccnc1NC(=O)c1sc2ccccc2c1Cl | 10 | -133 | -2 | -149 | -35 | -153 | 2.1 | 5 | 9
CC(=O)N(C)c1ccc(N=Nc2c(C)[nH]n(-c3ccccc3)c2=O)cc1 | 21 | -3 | 1 | 30 | 5 | 10 | 2.6 | 16 | 11
Cc1cccc(C)c1NC(=O)N1CC(C)OC(C)C1 (stereo unspecified) | -8 | 0 | -7 | 5 | 30 | 14 | 4.1 | -2 | -12
CCOc1ccc(NC(=O)CSc2nncn2C)cc1 | 0 | 10 | 3 | 6 | x | -4 | -0.3 | -1 | 7
O=C(Nc1ccc2c(c1)OCCO2)c1oc2ccccc2c1NC(=O)C1CC1 | 8 | -18 | 4 | 8 | -3 | -12 | 2.6 | 6 | 1
CCOc1ccc(/C=N/n2cc(-c3ccccc3)[nH]c2=S)cc1 | 7 | -43 | 5 | -40 | -21 | -23 | 36 | 4 | 1
COc1ccc(C(=O)N/C(=C\c2cn(S(=O)(=O)N(C)C)c3ccccc23)C(=O)NCCCn2ccnc2)cc1 | 6 | 6 | -4 | -31 | 13 | 5 | 1.3 | -3 | 6
COC(=O)c1ccc(C(=O)OC)c(NC(=O)C(C)(C)C)c1 | 6 | -31 | 3 | -42 | 2 | 6 | -0.3 | 2 | 8
COc1ccc(CNC(=O)C2Cc3ccccc3CN2C(=O)c2ccco2)cc1 (stereo unspecified) | 8 | -15 | 2 | -2 | 3 | 4 | -2.4 | 8 | -9
CCOc1ccc(C(=O)Nc2cccc(NC(=O)c3cccs3)c2)cc1[N+](=O)[O-] | 10 | x | x | x | 4 | x | x | 4 | -3
Cc1cc(C)n(/N=C/c2c[nH]c3ccccc23)c(=O)c1 | -4 | 4 | 0 | 15 | -24 | 7 | -0.6 | -5 | -12
COCCN(C(=O)CNC(=O)c1ccco1)C(C(=O)NC1CCCC1)c1ccccc1F (stereo unspecified) | 0 | 3 | 4 | 6 | 21 | 15 | -1.0 | 8 | -1
Cn1cc(S(=O)(=O)Nc2ccc(OC(F)(F)F)cc2)c(=O)n(C)c1=O | 10 | 3 | -3 | -7 | -13 | 0 | 2.4 | -3 | -10
CCCc1cc(C(=O)N2CCN(c3ccccc3C)CC2)cs1 | 11 | 3 | -1 | 22 | -2 | -4 | 0.0 | 25 | 63*
COc1cc2ncnc(NCc3ccccc3C)c2cc1OC | 3 | -1 | 1 | 33 | 14 | 12 | -1.1 | 0 | 0
Cc1ccc(-c2cc(=O)c3cc(F)ccc3[nH]2)cc1 | -3 | -8 | 3 | -3 | -3 | -23 | 2.7 | 1 | -7
Cc1nnc2ccc(-c3ccc(NS(=O)(=O)c4ccc(Cl)s4)cc3)nn12 | -2 | -2 | 4 | 10 | -2 | 3 | 0.6 | -16 | -15
CCn1ncc(C(=O)Nc2cccc(Cl)c2)c1C | 3 | -78 | 3 | -32 | -56 | -124 | 6.2 | 1 | -7
Cc1sc2c(c1C)c(=O)n(-c1ccccc1)c1nncn21 | -3 | 11 | 1 | -2 | 8 | 0 | 1.4 | -1 | -6
COC(=O)/C=C1/SC(=NC(=O)c2cccc([N+](=O)[O-])c2)NC1=O | 19 | 1 | 0 | -22 | -11 | -16 | 0.9 | -8 | -6
CCOC(=O)c1sc(NC(=O)c2cccs2)nc1C | 14 | x | x | x | -32 | x | x | 2 | -2
CCC(CC)NC(=O)Cc1ccccc1OC | 8 | -12 | -2 | 13 | -1 | 1 | -2.5 | -3 | 4
CC(C)=CCC[C@](C)(OC1OC(COC2OCC(O)C(O)C2O)C(O)C(O)C1O)C1CC[C@]2(C)C1C(O)CC1[C@@]3(C)CCC(O[C@@H]4O[C@H](CO)C(O)C(O)C4O[C@@H]4OC(CO)C(O)C(O)C4O)C(C)(C)C3CC[C@]12C (stereo partly specified) | -2 | 13 | -2 | -6 | 4 | 13 | 0.3 | 2 | 0
C/C(=N\NC(=O)C(=O)Nc1cccc(Cl)c1C)c1ccncc1 | 10 | 3 | 1 | 16 | -9 | 9 | 0.7 | 1 | -9
CC(=O)N1CCN(S(=O)(=O)c2cccc(C(=O)OCN3C(=O)c4ccccc4C3=O)c2)CC1 | 4 | -16 | -2 | -23 | 18 | 10 | -0.6 | -10 | -11
Cc1cc2c(c(SCC(=O)Nc3ccc(C)c(C)c3)n1)C(=O)OC2 | 7 | 4 | 3 | 16 | 4 | 7 | -0.2 | -5 | 9
Fc1cccc(Nc2ncnc3sccc23)c1 | 3 | 2 | 1 | -8 | -7 | -17 | 2.4 | -8 | -7
FC(F)(F)c1nc(NCC2CCCO2)c2nnn(Cc3ccccc3Cl)c2n1 (stereo unspecified) | 3 | 9 | -2 | 17 | 8 | -12 | 1.5 | -6 | 11
COc1ccccc1NC(=O)c1sc2ncn(Cc3ccccc3C)c(=O)c2c1C | -8 | 14 | 6 | 36 | 4 | 9 | -0.1 | -6 | 22
Cc1ccc(S(=O)(=O)Nc2ncnc3sc(C)c(C)c23)cc1 | 2 | 3 | 0 | -9 | 0 | -15 | 0.1 | -2 | -4
O=C(CSc1nnc(CNC(=O)c2cccc(C(F)(F)F)c2)o1)NCC1CCCO1 (stereo unspecified) | 3 | -3 | -3 | 16 | -6 | -5 | 0.1 | -6 | 1
OCc1c[nH]c(=S)n1CCOc1cccc(C(F)(F)F)c1 | -11 | 42 | 4 | -10 | 12 | -11 | -0.2 | -11 | -8

2 records drawn at random from those above:
SMILES | CCR6 antag | Jurkat NFkB inh | XBP1 UPR activ | Mdm2-MdmX inh | Gli-Sufu block | 697 NFkB inh | CHOP UPR activ | CXCR6 inh | EBI2 block
Cc1ccc(S(=O)(=O)Nc2ncnc3sc(C)c(C)c23)cc1 | 2 | 3 | 0 | -9 | 0 | -15 | 0.1 | -2 | -4
COc1ccccc1NC(=O)c1sc2ncn(Cc3ccccc3C)c(=O)c2c1C | -8 | 14 | 6 | 36 | 4 | 9 | -0.1 | -6 | 22

Single records, as listed above. Order of screens: CCR6 antag	Jurkat NFkB inh	XBP1 UPR activ	Mdm2-MdmX inh	Gli-Sufu block	697 NFkB inh	CHOP UPR activ	CXCR6 inh	EBI2 block
`COc1ccc2c(CC(=O)N(C)CC3COc4ccccc4O3)coc2c1` (stereo unspecified) as listed: -7	6	-1	-4	1	-5	-2.0	-6	13
`COc1cc2ncnc(NCc3ccccc3C)c2cc1OC` as listed: 3	-1	1	33	14	12	-1.1	0	0
`Fc1cccc(Nc2ncnc3sccc23)c1` as listed: 3	2	1	-8	-7	-17	2.4	-8	-7

The results go on:
SMILES | CCR6 antag | Jurkat NFkB inh | XBP1 UPR activ | Mdm2-MdmX inh | Gli-Sufu block | 697 NFkB inh | CHOP UPR activ | CXCR6 inh | EBI2 block
COc1cc(C(O)c2nc3ccccc3s2)cc(OC)c1OC (stereo unspecified) | 8 | 12 | -2 | 27 | 13 | -37 | -1.0 | -6 | -17
CCN(CC)S(=O)(=O)c1ccc(N2CCN(C)CC2)c(NC(=O)Nc2ccccc2F)c1 | 9 | -7 | -6 | 22 | 37 | 10 | -0.7 | 3 | 3
O=c1c2ccccc2nc(-c2ccccc2)n1CCCN1CCOCC1 | 1 | 4 | -1 | 8 | 4 | -3 | -3.7 | 9 | 1
CC1(C)c2[nH]c3ccccc3c2C[C@@H]2C(=O)N(Cc3ccccc3Cl)C(=O)N21 | -2 | 7 | -1 | 16 | -13 | 0 | 1.5 | -1 | 9
CCN(CC)CCOC(=O)c1ccc(N=CC2=C(O)CC(C)(C)CC2=O)cc1 | -6 | x | x | x | 5 | x | x | 10 | 2
COc1ccc(N(CC(O)Cn2c3ccccc3c3ccccc32)S(=O)(=O)c2ccccc2)cc1 (stereo unspecified) | 7 | 0 | -5 | 37 | -1 | 14 | 0.5 | -2 | 5
O=C(N/N=C\c1ccc(F)cc1)c1ccc(Cn2cc(Br)c([N+](=O)[O-])n2)o1 | 9 | 6 | -2 | -4 | -5 | 37* | 2.2 | -16 | 6
CC(c1nnc(SCC(=O)N2CC(=O)Nc3ccccc32)n1Cc1ccccc1)N(C)C (stereo unspecified) | 1 | -47 | -1 | -10 | -6 | -20 | -1.9 | -5 | 0
CCOC(=O)c1ccc(NC(=O)Cn2cc3c(n2)CCC(C)C3)cc1 (stereo unspecified) | 2 | 9 | -4 | 7 | -25 | 16 | -0.6 | -2 | 6
Cc1cc(NC(=O)C(C)SCC(=O)N(C)CC(=O)Nc2ccc(F)cc2)no1 (stereo unspecified) | -9 | 4 | -1 | -7 | -11 | 11 | 2.3 | 4 | -4
CN1N=C(C(=O)NC2CCCc3c2cnn3-c2ccc(F)cc2F)CCC1=O (stereo unspecified) | 9 | 4 | -3 | -6 | 9 | -15 | 2.5 | -2 | -1
COc1ccc(CNS(=O)(=O)c2ccc(F)c(C(=O)Nc3ccc(OC)cc3)c2)cc1 | 14 | 4 | -3 | 12 | 6 | 6 | -0.7 | -6 | 17
COc1ccc2[nH]cc(CCCN3C(=O)c4ccccc4C3=O)c2c1 | 3 | 1 | 0 | 7 | 5 | 5 | 1.8 | -2 | -6
CCOC(=O)N1CCN(C(=S)Nc2ccc3nc(N4CCN(CC)CC4)cc(C)c3c2)CC1 | 14 | -6 | 0 | 15 | 0 | -16 | -0.2 | 2 | 4
CC(=O)c1ccc(C(=O)NC2CCCN(Cc3ccc(Cl)cc3)C2)s1 (stereo unspecified) | 4 | -2 | 5 | 14 | 28 | 0 | -1.6 | -4 | 3
COc1cc(CC(NC(C)=O)C(=O)NC2CCN(c3c4c(nc5ncnn35)CCC4)CC2)cc(OC)c1 (stereo unspecified) | x | 15 | 5 | 0 | x | 7 | 1.4 | x | x
CCOc1cc(/C=C/C(=O)OCC(=O)NCC2CCCO2)cc(Cl)c1OC (stereo unspecified) | 5 | -5 | -5 | 0 | 4 | -15 | -0.9 | -3 | -7
COc1cc(C)c(S(=O)(=O)Nc2ccccc2F)cc1C | -4 | 9 | -3 | 12 | 5 | 15 | -0.9 | 2 | 5
